# Screening data as filed in PubChem.
# rCAG RNA binder – binders of r(CAG) RNA repeats, primary screen, biochemical, fluorescence | 370,000 tested, 1.3% active | r(CAG) RNA repeat, TO-PRO-1 dye displacement fluorescence | inhibition, % at 3 µM;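 active means inhibition above the plate cutoff, the mean of all test compounds on that plate plus 3 SD, cut at about 35% in these data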;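 further: 0% = DMSO alone and 100% = 100 µM mitoxantrone as full dye displacement; higher means more dye released from RNA so lower well fluorescence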
# NPR1 activator – GC-A stimulated cGMP production enhancers – HEK293 GC-A cells, cGMP TR-FRET, EC30 ANP, primary screen | 0% at EC30 ANP, 100% saturating ANP | activation, % at 10 µM | 370,000 tested, 0.14% active | AID 1671463, 2021; in the data active means activation above about 40%
# Target sequence (P16066 whole entry, looked up): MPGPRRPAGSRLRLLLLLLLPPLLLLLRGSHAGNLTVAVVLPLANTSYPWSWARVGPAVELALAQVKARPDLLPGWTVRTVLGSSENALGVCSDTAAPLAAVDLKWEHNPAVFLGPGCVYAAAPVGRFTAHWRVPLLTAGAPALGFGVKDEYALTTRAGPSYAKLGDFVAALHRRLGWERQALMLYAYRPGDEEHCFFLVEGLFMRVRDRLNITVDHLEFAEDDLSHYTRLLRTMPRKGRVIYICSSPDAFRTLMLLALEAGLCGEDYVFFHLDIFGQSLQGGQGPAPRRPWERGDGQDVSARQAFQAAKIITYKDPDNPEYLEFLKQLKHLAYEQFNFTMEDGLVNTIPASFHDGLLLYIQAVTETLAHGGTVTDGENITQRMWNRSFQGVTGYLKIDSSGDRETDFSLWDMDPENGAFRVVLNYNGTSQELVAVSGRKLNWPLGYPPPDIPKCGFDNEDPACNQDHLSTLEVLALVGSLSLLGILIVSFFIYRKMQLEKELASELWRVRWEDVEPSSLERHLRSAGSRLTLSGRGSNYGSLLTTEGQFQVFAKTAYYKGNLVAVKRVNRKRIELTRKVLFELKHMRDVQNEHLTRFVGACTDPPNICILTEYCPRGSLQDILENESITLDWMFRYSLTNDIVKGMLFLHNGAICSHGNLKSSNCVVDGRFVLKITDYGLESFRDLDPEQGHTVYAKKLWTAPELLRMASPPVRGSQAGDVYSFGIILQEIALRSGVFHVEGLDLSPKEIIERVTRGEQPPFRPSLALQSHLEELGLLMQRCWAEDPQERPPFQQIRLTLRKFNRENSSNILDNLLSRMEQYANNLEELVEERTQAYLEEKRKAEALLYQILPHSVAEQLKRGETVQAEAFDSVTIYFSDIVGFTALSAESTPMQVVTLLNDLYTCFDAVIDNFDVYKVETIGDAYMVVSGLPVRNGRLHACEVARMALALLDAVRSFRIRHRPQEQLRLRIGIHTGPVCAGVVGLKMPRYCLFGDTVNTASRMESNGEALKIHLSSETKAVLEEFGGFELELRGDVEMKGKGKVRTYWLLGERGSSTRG
# HTRA1 inhibitor – HTRA1 serine protease inhibitors, primary screen, biochemical, fluorescence polarization, HTS. AID 504803, 2011. inhibition, % at 5.96 µM. 340,000 tested, 0.5% active. recombinant HTRA1, FP-rhodamine activity-based probe; in the data active means inhibition above about 36%;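 further: 0% = enzyme with DMSO and 100% = wells lacking enzyme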
# SIAE inh – human SIAE inhibitors, primary screen, biochemical, fluorescence polarization, FP-Rh probe, 1536-well HTS; Sialate O-acetylesterase (Homo sapiens), Q9HAT2; SIAE FP-Rh probe binding; inhibition, % at 9.66 µM; 370,000 tested, 0.69% active; AID 1053197, 2014;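 active means inhibition above a cutoff: mean of compounds within the control limits plus 3 SD of those, cut at about 17% in these data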;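 further: 0% = plate median of compound wells and 100% = probe without SIAE protein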
# GC-B act – human GC-B receptor activators, primary screen, HEK293 GC-B cells, cGMP TR-FRET, EC30 CNP; 0% at EC30 CNP, 100% saturating CNP; Atrial natriuretic peptide receptor 2 (Homo sapiens), P20594; 370,000 tested, 0.11% active; activation, % at 10 µM;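 active means activation at 10 µM reaching about 35% in either raw or pattern-adjusted values, limit read from the data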
# TCR CD3 inh – inhibitors of human TCR-CD3 interaction, primary screen, biochemical, fluorescence, TAMRA-labeled TCR probe; 360,000 tested, 0.37% active; T-cell receptor (TCR); inhibition, % at 9.4 µM; AID 651800, 2012; in the data active means inhibition above about 19%;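 further: recombinant mutant TCR 2C K166C tagged with TAMRA read by polarization; 0% = receptor in buffer alone and 100% = receptor with positive control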
# mABHD4 FP – ABHD4 inhibitors, primary screen, biochemical, fluorescence polarization, mouse. (Lyso)-N-acylphosphatidylethanolamine lipase (Mus musculus), Q8VD66. purified mABHD4, FP-Rh probe fluorescence polarization. inhibition, % at 8.92 µM. 370,000 tested, 0.54% active;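 active means inhibition exceeding the mean over every tested compound plus 3 SD, cut at about 30% in these data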;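 further: 0% = plate median of compound wells and 100% = S159A mutant with DMSO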
#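 Material: mouse ABHD4 enzyme, wild type; Benchmarks: S159A mutant high control, sample median low control; Buffer or medium: HEPES pH 7.0, NaCl, Pluronic buffer; Signal: fluorescence polarization; Read-out: percent inhibition of probe binding, normalized to plate controls; Timing: pre-incubation 45 min, probe exposure 60 min, at 25 °C; Dosing: 8.92 µM, single dose.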
# PRMT1 FP inh – PRMT1 methyltransferase inhibitors, primary screen, biochemical, fluorescence polarization; Protein arginine N-methyltransferase 1 (Homo sapiens), Q99873; recombinant PRMT1, activity-based probe fluorescence polarization; inhibition, % at 2.79 µM; 370,000 tested, 1.3% active;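 active means inhibition above about 21% made by adding two undisclosed values, limit read from the data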
# UHRF1 binding – UHRF1 methylated DNA binding inhibitors, primary screen, counter-screen for MBD2 inhibitor project, biochemical, TR-FRET, human UHRF1, single concentration | E3 ubiquitin-protein ligase UHRF1 (Homo sapiens), Q96T88 | UHRF1 binding to methylated oligo | inhibition, % at 4.4 µM | 370,000 tested, 0.75% active; in the data active means inhibition above about 21%;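 further: UHRF1 SRA domain binding a hemimethylated CpG hairpin DNA probe; 0% = median of test compound wells and 100% = reference inhibitor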
# MBD2 DNA inh – inhibitors of MBD2 binding to methylated DNA, primary screen, biochemical, TR-FRET, DNA-binding domain, human; Methyl-CpG-binding domain protein 2 (Homo sapiens), Q9UBB5; inhibition, % at 4.4 µM; MBD2 binding to methylated oligonucleotide; 370,000 tested, 0.31% active; in the data active means inhibition above about 13%
# Starred values were filed as active, the others as inactive; . = not tested or not shown. A portion of the library, so the mix of outcomes need not match the whole.
SMILES,rCAG RNA binder,NPR1 activator,HTRA1 inhibitor,SIAE inh,GC-B act,TCR CD3 inh,mABHD4 FP,PRMT1 FP inh,UHRF1 binding,MBD2 DNA inh
NC(=O)c1cc(S(=O)(=O)N2CCCCC2)cs1,-3,-1,2,2,6,-7,-17,8,3,6
O=C(CCN1C(=O)/C(=C\c2ccco2)SC1=S)Nc1ccc(C(=O)O)c(O)c1,86*,-5,4,-1,-4,8,-3,39*,62*,9
Cc1cc(-c2[nH]nc3c2C(c2ccc(Cl)cc2)C(C#N)=C(N)O3)c(C)s1 (stereo unspecified),11,-32,-3,-1,-11,3,6,0,-8,3
O=C(NCC1CCCO1)c1ccc2c(c1)C(=O)N(c1cccc([N+](=O)[O-])c1)C2=O (stereo unspecified),5,2,-3,-2,3,1,5,0,0,-1
COC(=O)[C@]12C[C@H](CC(=O)NCc3ccc(C)o3)C(=O)N(CCC3=CCCCC3)C1=C[C@H](C(C)C)O[C@@H]2C1CC1,6,-2,.,4,-3,.,6,6,-2,1
CCOc1ccc(C(=O)Nc2cccc3ncccc23)cc1Br,-1,13,-7,-1,-1,-3,-6,-2,-2,-1
COC(=O)N1CCCCC1c1cc(C(=O)Nc2ccc3c(c2)OCO3)no1 (stereo unspecified),0,4,.,2,1,1,0,-3,-1,1
COc1ccc(OCC(=O)N2CCN(C(=O)c3ccccc3)CC2)cc1,-5,2,-1,3,8,6,2,-2,-3,-8
COc1ccc2cc(C(=O)C3CCCN(C(=O)c4cc5nc(C)cc(C)n5n4)C3)ccc2c1 (stereo unspecified),-5,-2,-3,-4,-5,9,-5,-2,-3,3
CC(C)(CNC(=O)c1sc2cc(F)ccc2c1Cl)N1CCOCC1,-4,1,-8,-4,3,1,4,-3,0,-3
O=C(O)c1ccc(Cn2cc(Cl)cn2)cc1,1,1,-1,0,0,7,4,-2,-1,0
O=C(CN1CCCC1)Nc1c(C(=O)C2CC2)oc2ccccc12,-2,0,-6,7,6,-3,1,-5,-2,-8
COC(=O)c1ccc(NCCc2csc(-c3ccc(C)cc3)n2)c([N+](=O)[O-])c1,-1,0,4,10,-6,3,-1,-2,0,0
Cc1ccc(-c2nc(N)c3c(-c4ccc(C)cc4)nn(C(C)(C)C)c3n2)cc1,-1,0,-3,1,-3,4,-6,-6,-4,1
CCCCN(C(=O)CSCC(=O)Nc1cccc(C)c1)c1c(N)n(CCCC)c(=O)[nH]c1=O,-13,2,-6,5,1,-12,1,-1,2,-2
Cc1ccc(-c2n[nH]c(=O)c3ccccc23)c(C)c1,-5,-19,-2,2,-4,7,-1,2,-1,0
O=S1(=O)CCN(Cc2ccccn2)CC1,-2,0,-4,0,-2,-2,-9,-2,5,4
Cc1cccc[n+]1CC(=O)c1ccc(NC(=O)c2ccccc2)cc1,0,3,1,13,4,4,-4,-2,0,2
O=C(O)C1CC(O)CN1c1nc(Cl)ccc1[N+](=O)[O-] (stereo unspecified),0,-4,-3,1,1,9,7,4,0,-7
CCN(CC)c1ccc(NC(=O)CCc2nnc3ccc(N4CCCCC4)nn23)c(C)c1,-5,-9,2,-2,-21,-1,6,2,-2,2
CCCCOc1ccc(S(=O)(=O)N2CCN(C)CC2)cc1,0,-2,1,8,4,-9,-4,-1,1,-8
CCCCN1C(=O)C(CC(=O)NCc2cccc3ccccc23)CC(C(=O)N2CCCCCC2)=C1C (stereo unspecified),-1,-2,.,-5,-6,13,1,-1,-1,1
Cc1ccc2nsnc2c1S(=O)(=O)Nc1ccccc1C(=O)O,5,3,5,3,0,5,-2,0,-3,1
Cc1cc(S(=O)(=O)NCc2ccccc2)ccc1OCC(=O)NCC1CCCO1 (stereo unspecified),-5,-7,1,-2,-1,0,-3,-1,-2,-1
CCOc1ccc(OCC(=O)OCC(=O)Nc2ccc3[nH]c(=O)[nH]c3c2)cc1,-2,3,8,5,0,9,6,-3,-1,-10

# Two neighbouring entries from above, quoted:
SMILES,rCAG RNA binder,NPR1 activator,HTRA1 inhibitor,SIAE inh,GC-B act,TCR CD3 inh,mABHD4 FP,PRMT1 FP inh,UHRF1 binding,MBD2 DNA inh
COC(=O)c1ccc(NCCc2csc(-c3ccc(C)cc3)n2)c([N+](=O)[O-])c1,-1,0,4,10,-6,3,-1,-2,0,0
Cc1ccc(-c2nc(N)c3c(-c4ccc(C)cc4)nn(C(C)(C)C)c3n2)cc1,-1,0,-3,1,-3,4,-6,-6,-4,1

# Reformatted bar-delimited: 2 of the compounds above.
compound | rCAG RNA binder | NPR1 activator | HTRA1 inhibitor | SIAE inh | GC-B act | TCR CD3 inh | mABHD4 FP | PRMT1 FP inh | UHRF1 binding | MBD2 DNA inh
O=C(NCC1CCCO1)c1ccc2c(c1)C(=O)N(c1cccc([N+](=O)[O-])c1)C2=O (stereo unspecified) | 5 | 2 | -3 | -2 | 3 | 1 | 5 | 0 | 0 | -1
COC(=O)[C@]12C[C@H](CC(=O)NCc3ccc(C)o3)C(=O)N(CCC3=CCCCC3)C1=C[C@H](C(C)C)O[C@@H]2C1CC1 | 6 | -2 | . | 4 | -3 | . | 6 | 6 | -2 | 1

# Four entries from above, as labelled records.
NC(=O)c1cc(S(=O)(=O)N2CCCCC2)cs1
  rCAG RNA binder: -3
  NPR1 activator: -1
  HTRA1 inhibitor: 2
  SIAE inh: 2
  GC-B act: 6
  TCR CD3 inh: -7
  mABHD4 FP: -17
  PRMT1 FP inh: 8
  UHRF1 binding: 3
  MBD2 DNA inh: 6
O=S1(=O)CCN(Cc2ccccn2)CC1
  rCAG RNA binder: -2
  NPR1 activator: 0
  HTRA1 inhibitor: -4
  SIAE inh: 0
  GC-B act: -2
  TCR CD3 inh: -2
  mABHD4 FP: -9
  PRMT1 FP inh: -2
  UHRF1 binding: 5
  MBD2 DNA inh: 4
CCCCN(C(=O)CSCC(=O)Nc1cccc(C)c1)c1c(N)n(CCCC)c(=O)[nH]c1=O
  rCAG RNA binder: -13
  NPR1 activator: 2
  HTRA1 inhibitor: -6
  SIAE inh: 5
  GC-B act: 1
  TCR CD3 inh: -12
  mABHD4 FP: 1
  PRMT1 FP inh: -1
  UHRF1 binding: 2
  MBD2 DNA inh: -2
Cc1cccc[n+]1CC(=O)c1ccc(NC(=O)c2ccccc2)cc1
  rCAG RNA binder: 0
  NPR1 activator: 3
  HTRA1 inhibitor: 1
  SIAE inh: 13
  GC-B act: 4
  TCR CD3 inh: 4
  mABHD4 FP: -4
  PRMT1 FP inh: -2
  UHRF1 binding: 0
  MBD2 DNA inh: 2

# Next section:
SMILES,rCAG RNA binder,NPR1 activator,HTRA1 inhibitor,SIAE inh,GC-B act,TCR CD3 inh,mABHD4 FP,PRMT1 FP inh,UHRF1 binding,MBD2 DNA inh
COc1ccc(C(=O)N2CCCC(c3cc(C(=O)NCc4ccccc4)no3)C2)cc1 (stereo unspecified),-1,-5,.,4,-1,0,-3,-3,0,-4
COc1ccccc1NC(=O)C1=C(C)Nc2nc(-c3cccs3)nn2C1c1cccnc1 (stereo unspecified),0,0,-9,18*,-4,-4,-1,4,-2,-6
CCOC(=O)C1CCN(C(=O)Cn2nc(C)n3c(cc4cc(C)ccc43)c2=O)CC1,-1,7,10,-12,8,-5,-6,3,3,9
Cc1ccc(CSCCNC(=O)c2ccc(NS(C)(=O)=O)cc2)cc1,-2,-5,-1,5,-2,5,-3,0,2,3
COc1ccc(N2CCN(C(=O)c3cc4c(-c5ccc(Cl)cc5)nn(C)c4s3)CC2)cc1,4,-6,-4,3,7,0,-7,-3,-1,-5
Cc1ccc(S(=O)(=O)Nc2ccccc2[N+](=O)[O-])cc1,3,1,.,-5,-7,-4,-4,-2,-1,-1
Cc1cc(C(=O)OCn2nnc3ccccc3c2=O)c(C)o1,-5,-1,-9,-2,-2,12,9,-1,2,-2
Cc1nc2ncnn2c(C)c1Cc1ccc(Cl)cc1,0,5,-2,-2,4,6,4,-4,-2,-6
O=[N+]([O-])c1ccccc1/C=C/C=N/n1c(-c2ccco2)n[nH]c1=S,15,-10,9,-6,-1,-4,7,8,1,2
Cc1ccc2nc(-c3ccc(F)cc3)nc(SCC(=O)NCC3CCCO3)c2c1 (stereo unspecified),-2,-3,0,-4,-8,-8,-4,-1,0,1
O=C(O)c1ccc(NC(=S)N2CCCCC2)cc1,-3,-1,-1,6,-2,5,-3,-3,2,-5
N#CCCn1c(O)c(N=NC(=O)CNC(=O)c2cccs2)c2ccccc21,5,-1,-4,5,-4,3,3,-4,-3,-5
CS(=O)(=O)N1CCCCC1c1cc(C(=O)Nc2cccc(C#N)c2)no1 (stereo unspecified),3,0,.,0,1,7,-2,1,0,0
O=c1[nH]c(Cn2nnc(-c3ccccc3)n2)nc2scc(-c3ccccc3)c12,12,-2,-8,-29,0,-10,-29,0,3,-1
CCCCN(CCCC)Cc1cc(=O)oc2ccc3ccccc3c12,7,0,.,-4,0,1,-4,-2,-1,-4
COc1ccc(Cc2ccc(OC)c(N)c2)cc1N,-3,-3,10,3,2,-1,8,0,0,0
Cc1ccc2c(c1)C1CC(C)(O2)N(c2cccc(C(=O)N3CCN(c4ccccn4)CC3)c2)C(=O)N1 (stereo unspecified),-9,1,-1,7,0,4,0,-3,-1,4
Cc1ccccc1Nc1ncc(C#N)c(N)n1,4,1,.,1,6,7,-3,-7,6,-3
CN(C)c1ccc(CNc2ncn[nH]2)cc1,-6,-8,6,2,3,1,-2,-8,-2,-3
CCCCCN(C(=O)CCC(=O)OCC(=O)NCCc1ccccc1)c1c(N)n(CCCC)c(=O)[nH]c1=O,-1,1,16,4,5,-1,-1,0,0,2
CCCn1cc(SCC(=O)Nc2nnc(C)s2)c2ccccc21,4,-4,0,-2,-1,-6,-11,-3,1,2
CCSc1nnc(NC(=O)C2Cc3ccccc3CN2C(=O)c2ccco2)s1 (stereo unspecified),12,-1,-7,-1,-4,10,-6,10,-4,-8
CC(C)OC(=O)[C@@H](Cc1ccccc1)N[C@H](/C=C/c1ccccc1)[C@@H](O)Cc1ccccc1,2,-3,.,-7,-2,-13,-25,5,3,5
COc1ccc(C(O)C(CC(=O)NCCCOC(C)C)C(=O)NCCCOC(C)C)cc1OC (stereo unspecified),-3,-2,-1,-3,0,1,-1,-1,1,4
O=C(NC1CCCCN(Cc2cccc(C(F)(F)F)c2)C1=O)c1ccccc1I (stereo unspecified),-1,0,.,9,5,.,-3,-2,-2,-2
Cc1ccc([N+](=O)[O-])c(OCCCN2C(=O)NC(C)(C)C2=O)c1,-4,3,-6,2,-1,1,2,3,0,2

# A few values from the results shown.
# Cc1ccc(CSCCNC(=O)c2ccc(NS(C)(=O)=O)cc2)cc1 in GC-B act is listed with -2
# O=C(O)c1ccc(NC(=S)N2CCCCC2)cc1 in SIAE inh is listed with 6
# COc1ccc(Cc2ccc(OC)c(N)c2)cc1N in HTRA1 inhibitor is listed with 10
# COc1ccc(C(O)C(CC(=O)NCCCOC(C)C)C(=O)NCCCOC(C)C)cc1OC (stereo unspecified) in HTRA1 inhibitor is listed with -1
